# A549 tox: A549 cytotoxicity, counter-screen for Nrf2 inhibitors; A549 ARE-Fluc cells, CellTiter-Fluor viability, 18-24 h; Potency, µM (doses to about 46 µM), for inactives: at the highest dose activity change, negative = cytotoxicity, most hits filed as inhibitors; 390,000 tested, 0.16% active; note: potency is the fitted concentration of half-maximal effect; % is set by controls: 0 for no effect and ±100 for the full control effect
#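 A549 ARE_Fluc cells in 5% FBS OPTI-MEM were exposed to compounds in concentration-response for 18-24 h at 37 deg C. Viability was read by CellTiter-Fluor fluorescence (Ex 405/Em 525) after 30 min, before the luciferase read.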
# CCT chaperon mod: cytosolic chaperonin activity modulation. purified chaperonin ATPase assay, HTRF ADP detection, 30 min. activity change, % (no concentration beside the values), hits read low. 360,000 tested, 0.3% active. AID 651819; in the data active = activity change below about -30%; note: % is set by controls: 0 for no effect and ±100 for the full control effect
#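 ATPase activity: ADP formed was measured by HTRF Transcreener (665/615 nm ratio) after 30 min at 37 deg C with 10 uM ATP. Compounds screened at one 76 uM concentration against 40 or 20 nM TRiC in Tris pH 7.4/KCl/MgCl2/DTT buffer.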
# ATXN viability: viability counter-screen for ATXN expression inhibitors; S2 cells (HEK-293 line with an ATXN2-luciferase reporter) viability, CellTiter-Fluor protease fluorescence, 24 h; Potency, µM (doses to about 56.7 µM), hits mostly cytotoxic; 400,000 tested, 0.49% active; note: potency is the fitted concentration of half-maximal effect; nearly all actives have a fitted effect of over 40% in size
# Nrf2 inh: Nrf2 pathway inhibition; A549 ARE-Fluc reporter, luciferase luminescence, 18-24 h; Potency, µM (highest dose often 46 µM), inactives show at the top dose activity change, negative = inhibition, actives largely listed as inhibitors; 360,000 tested, 2.1% active; note: potency is the fitted concentration of half-maximal effect; % is set by controls: 0 for no effect and ±100 for the full control effect; nearly all actives have a fitted effect of over 60% in size
#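 Concentration-response testing used A549 ARE_Fluc cells at 5000 cells/well. Following an 18-24 h compound incubation, viability was read by fluorescence (Ex 405/Em 525) and luciferase output by luminescence.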
# TGFb inhibitor: TGF-b pathway inhibition | HepG2 CAGA-GFP TGF-b/SMAD3 reporter, GFP fluorescence, 18 h; TGF-beta stimulated, 500 pg/mL final | Potency, µM (doses to about 46.1 µM), inactives show at the top dose activity, negative = inhibition, most hits filed as inhibitors | 410,000 tested, 1.2% active | AID 588855; note: potency is the fitted concentration of half-maximal effect; % is set by controls: 0 for no effect and ±100 for the full control effect; nearly all actives have a fitted effect of over 65% in size
#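 Read-out: total well GFP (ex488/em500-530) summed from mean per-cell fluorescence. Cells: HEPG2 CAGA-GFP, 1% FBS DMEM, 18 h at 37 degrees C with 500 pg/mL final TGF-beta. Unstimulated wells served as the full-inhibition control; stimulated DMSO wells = 0%.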
# Nrf2 activator: activates Nrf2 signaling. AREc32 ARE-luciferase reporter (MCF7-derived line), luminescence, 24 h. Potency, µM (highest dose often 46.1 µM), inactives show at the highest dose activation, hits mostly activators. 410,000 tested, 0.31% active. AID 624171; note: potency is the fitted concentration of half-maximal effect; % of control where 0% means no effect; nearly all actives have a fitted effect of over 65% in size
#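 ARE activation measured as luciferase luminescence (Steady-Glo, 30 min RT) in AREc32_Fluc cells after 24 hr compound exposure at 37 deg C, 5% CO2; cells seeded overnight at 1000/well in OPTI-MEM, 5% FBS.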
# Mm-Cpn inhibitor: blocks the Methanococcus maripaludis chaperonin Mm-Cpn; purified Mm-Cpn ATPase, ADP Transcreener TR-FRET; Potency, µM (doses to about 76.9 µM), without a hit: at the highest dose activity, negative = inhibition, most hits filed as inhibitors; 330,000 tested, 0.031% active; note: potency is the fitted concentration of half-maximal effect; % is set by controls: 0 for no effect and ±100 for the full control effect; nearly all actives have a fitted effect of over 80% in size
#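 ATPase read-out: TR-FRET ADP immunoassay (anti-ADP Eu cryptate vs ADP-d2), ex 320 nm, em 590/665 nm; signal drops as ADP forms. Enzyme 25 nM, ATP 10 uM, 30 min at 37°C after 10 min compound preincubation.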
# pAkt inh: inhibitors of Akt phosphorylation. Neuro2A IGF-stimulated pAkt S473 HTRF, 20 min; stronger effect = lower value. activity change, % for hits at 50 µM. 360,000 tested, 0.32% active. AID 651550; in the data active = activity change below about -80%; inconclusive = mostly about -51% to -80%; note: % is set by controls: 0 for no effect and ±100 for the full control effect
#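 Single-point screen (50 µM final compound) in Neuro2A cells stimulated 20 min with 6 nM IGF at 37 deg C. After lysis, Ser473-phosphorylated Akt read by HTRF (ex 330 nm, em 615/665 nm) as the 665/615 ratio.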
# HepG2 tox: counter-screen for TGF-b inhibitors: cytotoxicity in HepG2 cells | HepG2 CAGA-GFP viability, ATP luminescence, 18 h | Potency, µM (series often up to 46.1 µM), for inactives: top-dose activity change, negative = cytotoxicity, hits mostly cytotoxic | 410,000 tested, 0.76% active; note: potency is the fitted concentration of half-maximal effect; some results filed as inactive show a strong effect at the top dose
#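 CellTiter-Glo luminescence gave cytotoxicity after 18 hours at 37 degrees C. The cells were HepG2 CAGA-GFP in 1% FBS DMEM, stimulated with 500 pg/mL TGF-beta after compound addition. %Activity was normalised to no-cell wells (complete cell-killing) and DMSO (no toxicity), and curves were fitted and classified.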
# The depositor's hits bear a star; i = inactive; ? = inconclusive; nt = not tested or not shown; & = joins results of further samples; [ ] = remark or other dose. Unless noted, calls come from the whole dose curve; as a rule, active = well fitted curve in the direction sought with a large enough effect; inconclusive = small, poorly fitted or top-dose-only effect, or another doubt; inactive = no such curve, though single readings can be large; an effect the other way counts as inactive or inconclusive.
SMILES,A549 tox,CCT chaperon mod,ATXN viability,Nrf2 inh,TGFb inhibitor,Nrf2 activator,Mm-Cpn inhibitor,pAkt inh,HepG2 tox
CCOc1ccc(Nc2ncnc3c2cnn3Cc2ccccc2)cc1,-4%,-0.5,i,?,-4%,0.6%,-3%,i,-17%
COC(=O)c1ccc(-c2noc(CN(Cc3ccccn3)CC3CCCO3)n2)cc1 (centres undefined),-4%,-3.9,i,-21%,4%,0.1%,0%,i,-4%
COc1cccc(Nc2nc3cc(C)ccc3nc2NS(=O)(=O)c2ccc(Cl)cc2)c1,?,nt,?,nt,7.9µM*,0.7%,nt,nt,-36%
Cc1noc(C)c1COC(=O)c1cc(C)n(-c2ccccc2)c1C,-13%,-0.9,i,-3%,1%,2.9%,-2%,i,-15%
CN(C(=O)c1cccc(NC(=O)Cc2ccc(NC(=O)C3CCCN(C(=O)C4CC4)C3)cc2)c1)C1CC1 (centres undefined),1%,-1.4,i,-18%,6%,3.3%,nt,i,-4%
O=S(=O)(NCc1csc(-c2ccccc2)n1)c1cccc(F)c1,2%,nt,nt,-3%,nt,1.4%,nt,nt,-22%
COc1cc(C(=O)N2CCOC23CCN(Cc2ccccc2)CC3)cc(OC)c1OC,nt,-0.2,i,nt,1%,-0.3%,nt,i,-5%
O=C1c2ccccc2C(=O)N1CN(C(=O)COc1ccccc1)c1ccc(F)cc1,1%,0.0,i,10%,8%,-0.5%,0%,i,8%
CCCCOC1CC(c2ccc(OCc3ccc(OC)cc3)c(OC)c2)N(C)O1 (centres undefined),-2%,-1.1,i,17%,-9%,4.5%,-1%,i,-23%
CC(C)CCSc1ncnc2c1oc1nc3c(cc12)COC(C)(C)C3,4%,-0.2,i,6%,11%,0.4%,0%,i,-20%
COc1cc2ccccc2cc1C(=O)Nc1ccc(N2CCOCC2)cc1,-4%,0.9,i,?,11%,-0.1%,0%,i,4%
Cc1cccc(NS(=O)(=O)c2ccc(NS(=O)(=O)c3cccs3)cc2)c1,1%,-0.7,i,2%,-17%,-0.4%,3%,i,-13%
CCC(=O)N1CCC1(C)C(=O)NS(=O)(=O)c1cccc(C#N)c1 (centres undefined),nt,-2.8,i,nt,26%,0.1%,nt,i,4%
O=C(C1CCCN(Cc2ccccc2)C1)N1CCc2ccccc2C1 (centres undefined),2%,0.1,i,16%,-13%,-0.3%,-1%,i,-36%
COc1ccc(/C=N/NC(=O)CC(=O)NCc2cccnc2)cc1,0%,-0.7,i,11%,-21%,0.1%,-2%,i,14%
CCCCc1ccc(NC(=O)Cn2c(=O)c(N3CCCCC3)c(N)n(C)c2=O)cc1,5%,0.8,i,-4%,0%,0.1%,1%,i,0%
CC1CCN2c3cc(Cl)ccc3CC3(C(=O)OC(C)(C)OC3=O)C2C1 (centres undefined),11%,nt,nt,-6%,-2%,nt,nt,nt,-14%
COCCNc1nc(NCc2cccc(OC)c2OC)c2sccc2n1,nt,0.2,i,nt,-8%,4.3%,nt,i,-22%
CCCCC(CCc1ccccn1)C(=O)c1ccccc1 (centres undefined),4%,-0.5,i,14%,0%,3.3%,nt,i,-1%
CCc1ccc(OCC(=O)NC(NC(=S)Nc2ccccc2)C(Cl)(Cl)Cl)cc1 (centres undefined),-14%,-2.4,i,?,?,2.6%,1%,i,11µM*
O=C(CCc1ccccc1)NNC(=O)c1ccccc1Cl,0%,-2.3,i,-4%,-4%,-0.7%,-1%,i,-1%
Cc1ccc(OC(C)C)c(CN(CCO)CCO)c1,6%,-3.0,i,5%,14%,-1.3%,2%,i,2%
C[C@@H]1Cc2[nH][nH]c(=O)c2[C@H](c2ccc(Cl)cc2)O1,nt,-1.8,i,nt,nt,-0.2%,nt,i,nt
COc1cc(Cl)c(C)cc1Nc1nc2ccccc2n2cnnc12,9%,nt,i,22%,-1%,6.9%,nt,nt,1%
CC(=O)O[C@]1(C(C)=O)CC[C@H]2[C@@H]3C=CC4=CC(=O)C=C[C@]4(C)[C@H]3CC[C@@]21C,2%,-4.9,i,?,-11%,?,0%,i,-18%
Cc1ccc(-n2ncc3c(NCC(C)C)ncnc32)c(C)c1,-2%,nt,i,nt,5%,2.7%,nt,nt,3%
CCOC(=O)N1CCN(C(=S)Nc2cccc(C)c2)CC1,-3%,1.0,i,-18%,-2%,-0.2%,0%,i,13%
CC(=O)Nc1csc2ccccc12,-2%,1.5,i,5%,4%,4.8%,0%,i,12%
O=C(NCc1ccc(Cl)cc1Cl)c1ccccn1,3%,0.9,i,-10%,18%,-0.1%,0%,i,-1%
Cc1cccc(C(=O)OCC(=O)c2csc(N3CCCCC3)n2)c1[N+](=O)[O-],12%,0.5,?,13%,2%,3.7%,-12%,i,-3%

# In another format: entries from further up.
Structure	A549 tox	CCT chaperon mod	ATXN viability	Nrf2 inh	TGFb inhibitor	Nrf2 activator	Mm-Cpn inhibitor	pAkt inh	HepG2 tox
Cc1noc(C)c1COC(=O)c1cc(C)n(-c2ccccc2)c1C	-13%	-0.9	i	-3%	1%	2.9%	-2%	i	-15%
CCCCOC1CC(c2ccc(OCc3ccc(OC)cc3)c(OC)c2)N(C)O1 (centres undefined)	-2%	-1.1	i	17%	-9%	4.5%	-1%	i	-23%

# More structures.
SMILES,A549 tox,CCT chaperon mod,ATXN viability,Nrf2 inh,TGFb inhibitor,Nrf2 activator,Mm-Cpn inhibitor,pAkt inh,HepG2 tox
CCCCOc1ccc(C(=O)NCC(=O)N(C)CC(=O)Nc2ccc(N3CCOCC3)cc2)cc1,-12%,-2.6,i,?,-3%,0.6%,-1%,i,0%
CC1(C)CC(=O)CC(C2(O)C(=O)N(Cc3ccccc3)c3ccccc32)O1 (centres undefined),1%,0.1,i,16%,-5%,-0.4%,1%,i,-6%
O=C(NCC1CCN(S(=O)(=O)c2ccccc2)CC1)Nc1ccc(F)cc1F,1%,0.0,i,7%,-12%,0.2%,1%,i,-1%
CCOC(=O)c1c(NC(=O)C2CCCN2S(=O)(=O)c2cccc3nsnc23)sc(C)c1C (centres undefined),7%,-3.9,i,-17%,?,-0.5%,nt,i,-23%
COc1ccc(-c2c(C)n([O-])c(C)c(-c3ccccc3)[n+]2=O)cc1OC,11%,-2.1,i,6%,11%,0.2%,0%,i,11%
CCOC(=O)c1ccc(NC(=O)Cn2nc(C)c3ccccc3c2=O)cc1,7%,1.2,i,10%,-10%,0.2%,-2%,i,3%
COc1ccccc1NS(=O)(=O)CC12CCC(CC1=O)C2(C)C (centres undefined),-2%[1.84 µM],-0.6,i,5%,1%,-0.6%,3%,i,7%
COc1ccc(Cc2c(-c3cccc(Br)c3)nc3cc(C)c(Br)c(C)n23)c(C)c1,nt,-0.7,i,nt,nt,20%,nt,i,nt
O=C(CN1CCN(Cc2ccc(Cl)cc2)C1=O)NCc1cccs1,10%,-1.4,i,13%,0%,-1.1%,-5%,i,9%
Nc1c(C(=O)Nc2ccccc2Cl)c2ccccn2c1C(=O)c1ccccc1,0%,nt,i,2%,4%,4.9%,nt,nt,-15%
CCOc1ccc(C2CC(=O)c3c([nH]c(C(=O)OC4CCCCCC4)c3C)C2)cc1 (centres undefined),-4%,nt,i,10%,-5%,-1.0%,nt,nt,-15%
CCOC(=O)c1ccc(NC(=S)N2CCN(c3ccccn3)CC2)cc1,2%,-1.1,i,3%,?,0.2%,-15%,i,12%
CSc1nnc2n(C)c3c(c(=O)n12)C1(CCCC1)Cc1ccccc1-3,28%,-0.1,i,12%,-9%,0.5%,2%,i,-9%
N=C1/C(=C\c2ccc(Br)o2)C(=O)N=C2SC(CC(=O)N3CCOCC3)=NN12,-19%,-2.8,i,-11%,0%,0.3%,-4%,i,-66%
C=C(C1=CCN(S(=O)(=O)C(C)(C)C)[C@H]1CCO)c1ccccc1,-2%,-1.7,i,1%,6%,3.7%,nt,i,-9%
COc1cc2cc(C(c3nnnn3C3CCCCC3)N(C)C3CCCCC3)c(=O)[nH]c2cc1OC (centres undefined),?,-4.9,?,nt,?,3.4%,0%,nt,-16%
CCOc1ccc(Cc2c(Cl)nc(SC)nc2OC)cc1,1%,-0.4,i,-4%,0%,2.3%,-3%,i,0%
CN(C(=O)C1CCOC1)c1nnc(-c2cnccn2)s1 (centres undefined),2%,-1.2,i,11%,1%,2.7%,0%,i,-3%
NCCCNC(=O)c1ccc(/C=N/O)nc1,-1%,-4.1,i,11%,3%,0.2%,-4%,i,2%
Cc1cc(C)n(-c2ccc(Cl)c(C(=O)OCC(N)=O)n2)n1,7%,0.1,i,10%,8%,2.3%,0%,i,-34%
Cc1ccc(S(=O)(=O)N(CC(O)CN(C)C)c2ccccc2)cc1 (centres undefined),15%,-0.5,i,2%,1%,-0.1%,0%,-108%*,1%
Cc1ccc(NC(=O)CCCN2C(=O)NC(C)(C)C2=O)cc1,-4%,2.4,?,9%,2%,-0.7%,2%,i,9%
Cc1ccc(NC(=O)CCc2c(C)nn(-c3ccc(N4CCOCC4)nn3)c2C)c(C)c1,-1%&8%,0.2,i,?,19%&-14%,0.1%&1.5%,0%,i,3%&-2%
Cn1c(SCC(=O)c2ccc3c(c2)Cc2ccccc2-3)nnc1-c1cccc(N)c1,1%,-0.2,?,9%,-14%,3.1%,-2%,i,-6%
Cc1csc(NC(=O)CCc2ccc(S(=O)(=O)N3CCOCC3)cc2)n1,7%,1.0,i,nt,1%,1.8%,0%,i,-13%
c1ccc2oc(-c3[nH]ncc3CN3CCC(N4CCSCC4)CC3)cc2c1,?,0.5,i,5%,-15%,2.5%,-5%,i,-22%

# Screens: PubChem, National Center for Advancing Translational Sciences (NCATS)
